Compound activity as filed in PubChem BioAssay.
ROC1-CUL1 inh: human ROC1-CUL1 E3 ligase inhibition. in vitro K48 di-Ub FRET, acceptor:donor ratio, 45 min. AID 1347404. inhibition, % at 10 µM. hit rate 0.6% among 140,000; in the data active = inhibition above about 25%
Target sequence (P62877 whole entry, looked up): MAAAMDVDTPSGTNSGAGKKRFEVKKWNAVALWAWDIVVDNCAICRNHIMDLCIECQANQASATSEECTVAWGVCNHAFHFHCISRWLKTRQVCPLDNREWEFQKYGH
Target sequence (Q13616 whole entry, looked up): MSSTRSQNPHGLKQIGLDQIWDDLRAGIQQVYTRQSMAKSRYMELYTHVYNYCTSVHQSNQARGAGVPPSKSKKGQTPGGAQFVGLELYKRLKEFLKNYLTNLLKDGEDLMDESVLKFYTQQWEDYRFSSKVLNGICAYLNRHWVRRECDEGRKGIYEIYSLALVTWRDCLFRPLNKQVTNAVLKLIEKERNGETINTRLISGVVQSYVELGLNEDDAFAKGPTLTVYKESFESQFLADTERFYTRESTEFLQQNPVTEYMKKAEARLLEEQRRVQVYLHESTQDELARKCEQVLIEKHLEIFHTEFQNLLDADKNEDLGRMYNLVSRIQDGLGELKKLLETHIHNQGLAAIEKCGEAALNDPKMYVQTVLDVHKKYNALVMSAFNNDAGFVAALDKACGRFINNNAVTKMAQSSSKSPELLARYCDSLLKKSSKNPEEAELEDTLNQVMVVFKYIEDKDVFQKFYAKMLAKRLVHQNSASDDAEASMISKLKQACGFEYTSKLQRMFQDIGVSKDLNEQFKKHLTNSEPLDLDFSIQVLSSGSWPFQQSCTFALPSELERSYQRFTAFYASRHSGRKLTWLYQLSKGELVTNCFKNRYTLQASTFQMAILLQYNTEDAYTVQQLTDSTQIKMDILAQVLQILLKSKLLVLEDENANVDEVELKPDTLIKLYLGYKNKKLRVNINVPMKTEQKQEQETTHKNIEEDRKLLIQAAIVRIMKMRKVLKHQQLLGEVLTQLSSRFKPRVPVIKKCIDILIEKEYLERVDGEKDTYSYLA
Active calls of the source: *.

The opening 2 compounds (preview)
ROC1-CUL1 inh	Structure
0.8	CCOC(=O)NC(Nc1nc(OC)cc(OC)n1)(C(F)(F)F)C(F)(F)F
5.5	Cc1ccccc1CN1CCC(CN(CC2CCCO2)C(=O)C2CCOCC2)CC1 (stereo unspecified)

The whole of this part, previewed entries included:
ROC1-CUL1 inh	Structure
0.8	CCOC(=O)NC(Nc1nc(OC)cc(OC)n1)(C(F)(F)F)C(F)(F)F
5.5	Cc1ccccc1CN1CCC(CN(CC2CCCO2)C(=O)C2CCOCC2)CC1 (stereo unspecified)
-0.9	CC(CCn1cccn1)NCc1c(C(=O)N2CCCCC2)nc2sccn12 (stereo unspecified)
4.9	CC(=O)Nc1ccc(N2CCOCC2)c(N)c1
-3.0	CCOc1ccccc1CNC(=O)C1CCCN(c2nnc(C)c3c(C)n(-c4ccccc4)nc23)C1 (stereo unspecified)
-1.6	Cc1[nH]nc2c1C(c1cc(O)c(Br)c(O)c1)C(C#N)C(=N)O2 (stereo unspecified)
0.7	CC1(C)CC(=O)C2=C(C1)N(c1cccc(C(F)(F)F)c1)C(=O)C2(NC(=O)C(C)(C)C)C(F)(F)F (stereo unspecified)
-0.8	COc1ccccc1/C=N/NC(=O)c1cc(Cl)ccc1OC
9.3	COc1ccccc1N1CCN(C(=O)CN(CCc2ccccc2)S(C)(=O)=O)CC1
1.6	CCCN1CCC(NC(=O)Cc2ccc(Br)cc2)CC1
-9.6	OC1CCCc2c1n(CCN(Cc1ccccc1)Cc1ccccc1)c1ccc(Cl)cc21 (stereo unspecified)
-13.8	CC(=O)N1CCC(N(Cc2ccc(C)o2)C(=O)Nc2cccc(C(F)(F)F)c2)CC1
11.5	O=C(CSc1nnc(-c2ccncc2)n1-c1ccccc1)Nc1ccc(Br)cc1
14.0	O=C1C(=O)N(Cc2ccc(CN3C(=O)C(=O)c4ccccc43)cc2)c2ccccc21
-1.5	COc1cc(CNCCc2ccncc2)ccc1OCC(O)CN1CCSCC1 (stereo unspecified)
-8.5	N#CC1CC(C#N)(c2ccccc2)CCC1=NC(=O)c1ccccc1 (stereo unspecified)
-3.3	O=C(Cn1c(=O)n(Cc2ccc(C(=O)NCc3ccc4c(c3)OCO4)cc2)c(=O)c2ccccc21)Nc1ccccc1F
-4.7	Nc1ccc(NC(=O)c2ccco2)cc1
8.2	CCOc1ccccc1OCCCN1CCCC1
-5.7	CSc1ccccc1NC(=O)NC1(C(F)(F)F)Oc2cc(Cl)c(Cl)cc2O1
-1.9	CCC(=O)N[C@@H]1c2ccccc2C2(CCN(C(=O)c3sccc3C)CC2)[C@H]1OCc1cccnc1
0.7	Cc1ccc(C(=O)CSc2nc(-c3ccccc3)nc3c2CCCC3)cc1
-8.8	CCN(CC)c1ccc(NC(=O)C(C)Oc2ccc(C)cc2)c(C)c1 (stereo unspecified)
-2.8	COc1ccc(/C(C)=N\N2CCN(Cc3ccc(C)cc3)CC2)cc1OC
1.9	CC(C)Cn1c(CCc2ccccc2)nnc1SCC(=O)Nc1ccccc1F
-4.6	CCOC(=O)c1ccc(NC2=NC(C)(C)Cc3cc(C)c(C)cc32)cc1
0.9	CC(=O)N1CCC(C(=O)N2CCN(c3cc(Cl)ccc3C)CC2)CC1
-0.9	N#CC1C(=N)Oc2n[nH]c(-c3ccc(Cl)c(Cl)c3)c2C1c1ccccc1OCc1ccc(F)cc1 (stereo unspecified)
9.4	NC(=O)c1ccc(NC(=O)c2ccc(CN3CCCCC3)cc2)cc1
3.3	Nn1c(COc2ccccc2)nnc1SCC(=O)Nc1nc2ccccc2s1
-9.4	Nn1c(SCC(=O)O)nnc1-c1ccc(Br)cc1
-7.5	CC1C(c2ccccc2)N(C)C(c2ccccc2)C(C)C1(C)O (stereo unspecified)
5.2	O=C(CCc1ccccc1)NC1(C(F)(F)F)N=C(c2ccccc2)NC1=O (stereo unspecified)
5.3	CCc1noc(C)c1C(=O)Nc1sc(C)c(CC)c1C(N)=O
6.1	COc1cc(CNn2cnnc2)ccc1OCC(=O)NC1CCCCC1
8.0	CCn1c2c(c(C)cc1=O)C(=O)CC(C)(C)C2
0.0	CCOC(=O)c1c(-c2ccccc2)csc1NC(=O)c1cc2nc(-c3cccs3)cc(C(F)(F)F)n2n1
5.2	COc1ccccc1OCC(=O)N/N=C/C=C/c1ccc([N+](=O)[O-])o1
-7.7	CC(C)(C)c1ccc(C(=O)NCC(c2ccc(Cl)cc2)N2CCOCC2)cc1 (stereo unspecified)
-8.2	COc1ccc(Br)cc1CNC(=O)c1cnc2sc(N3CCCCCC3)nn2c1=O
-6.0	COc1ccc(Br)cc1S(=O)(=O)Nc1ncn[nH]1
2.3	CC1=NOC(N=Nc2ccccc2)C1=O (stereo unspecified)
5.7	CCOc1cc(/C=C2/C(=N)N3N=C(C(C)C)SC3=NC2=O)ccc1OCc1ccc(F)cc1
-2.2	COc1cccc(-n2c(SCC(=O)Nc3cccc(C)c3)nc3c([nH]c4ccccc43)c2=O)c1
-2.0	CCOc1ccccc1NC(=O)C(C)Sc1cc(-c2ccccc2)nc(C)n1 (stereo unspecified)
-2.4	Cc1ccc(OCC(=O)Nc2ccc3c(c2)oc2ccccc23)cc1C
15.3	Cc1cc(C)cc(N2C(=O)CC(Sc3ncn[nH]3)C2=O)c1 (stereo unspecified)
-6.5	O=C1CC(=O)Nc2cc(S(=O)(=O)Nc3ccc(F)cc3Cl)ccc2N1
-1.1	O=C1C(=O)N(c2ccc(F)cc2)C(c2cccc(F)c2)C1C(=O)c1ccc(Br)cc1 (stereo unspecified)
-6.6	CCOc1ccc(Br)cc1CNCc1cccnc1
0.9	COc1ccc(CC2(CCC(=O)NCCOC(C)C)CCC(=O)N2)c2ccccc12 (stereo unspecified)
5.1	CCN(CC)CC(O)COc1c(Br)ccc2c1sc1nc3n(c(=O)c12)CCCCC3 (stereo unspecified)
1.7	S=c1oc(-c2ccncc2)nn1CN1CCOCC1
6.6	COC1C=CCC(c2ccc([N+](=O)[O-])cc2)C1(C#N)C#N (stereo unspecified)
6.8	O[C@@H]1CN(Cc2cccc3c2OCO3)CC[C@H]1N1CCCCCC1
-4.1	COc1cccc(CN2CCCC(O)(CN3CCNC(=O)C3(C)C)C2=O)c1 (stereo unspecified)
8.6	CCOc1cc(C(=O)Nc2ccc(-c3nc4cc(C)ccc4o3)cc2)cc(OCC)c1OCC
4.3	O=C(CN1C(=O)S/C(=C/c2cccc(Br)c2)C1=O)N1CCOCC1
-6.1	COc1ccc(CC(=O)NCc2nc3cccnc3n2Cc2ccccc2)cc1
-8.9	CCN(CC1CCCO1)C(=O)C1CCN(c2nc(C)c3ccc(S(C)(=O)=O)cc3n2)CC1 (stereo unspecified)

Ordered by number of heavy atoms (ascending): part of the list above
ROC1-CUL1 inh	Structure
-6.0	COc1ccc(Br)cc1S(=O)(=O)Nc1ncn[nH]1
1.7	S=c1oc(-c2ccncc2)nn1CN1CCOCC1
-6.5	O=C1CC(=O)Nc2cc(S(=O)(=O)Nc3ccc(F)cc3Cl)ccc2N1
-6.1	COc1ccc(CC(=O)NCc2nc3cccnc3n2Cc2ccccc2)cc1

A different layout for part of the listing above:
canonical_smiles | ROC1-CUL1 inh
COc1cccc(-n2c(SCC(=O)Nc3cccc(C)c3)nc3c([nH]c4ccccc43)c2=O)c1 | -2.2
CCOc1ccccc1NC(=O)C(C)Sc1cc(-c2ccccc2)nc(C)n1 (stereo unspecified) | -2.0

(further entries)
ROC1-CUL1 inh	Structure
-6.2	Cc1cccn2c(=O)c(/C=C(\C#N)c3nc4ccccc4s3)c(Oc3ccc(F)cc3)nc12
-2.6	CCOc1cc(S(=O)(=O)Nc2cc(Cl)ccc2C)ccc1F
-3.6	CS(=O)(=O)N(Cc1ccccc1)c1ccc(C(=O)Nc2cccc(Cl)c2)cc1
-8.2	CCc1cccc(N2C(=O)CS(=O)(=O)C23C(=O)N(Cc2ccc(F)cc2)c2ccc(C)cc23)c1 (stereo unspecified)
4.7	O=C(Nc1ccc(S(=O)(=O)Nc2ncccn2)cc1)c1cccc(Cl)c1
3.1	O=c1nc(-c2ccc(Cl)cc2)o[nH]1
7.3	Fc1ccc(N2CCN(C(=S)Nc3ccc(Cl)cc3)CC2)cc1
0.8	CC1CCCCN1C(=O)c1ccc(Br)cc1 (stereo unspecified)
4.9	Ic1ccc(Nc2nc3nonc3nc2Nc2ccc(I)cc2)cc1
-4.2	Brc1ccc2nc(N/N=C/c3ccc4c(c3)OCCO4)nc(-c3ccccc3)c2c1
-2.1	COc1ccccc1CN(Cc1ccco1)c1cnc(S(C)(=O)=O)nc1C(=O)Nc1ccccc1Cl
-0.8	Cc1ccc(NC(=O)CSc2nc3ccc(NC(=O)c4cccs4)cc3s2)c(C)c1
-7.9	FC(F)(F)c1cccc(N2CCN(/C=C/c3nnnn3-c3ccc(Cl)c(Cl)c3)CC2)c1
3.1	CC(C)OC(=O)c1c(NC(=O)C2c3ccccc3Oc3ccccc32)sc2c1CCCC2
7.8	NC(=O)c1c(NC(=O)CSc2nc(-c3ccco3)cc(C(F)(F)F)n2)sc2c1CCCC2
1.1	CC(C)(C)c1ccc(-c2nc3c(Cl)cc(Cl)cc3c(=O)o2)cc1
-16.9	O=C(Cn1ncc2c(=O)oc3ccccc3c21)NCc1ccc(Cl)cc1
0.2	CCc1ccc(NS(C)(=O)=O)cc1
7.0	O=C(CN1C(=O)C2CCCCC2C1=O)Nc1ccccc1C(=O)O (stereo unspecified)
-1.3	CN(C(=O)CSc1cn(CC(=O)N2CCCC2)c2ccccc12)c1ccccc1
-2.5	Cc1cc(C)c(NC(=O)CCS(=O)(=O)c2cc3c(cc2Cl)NC(=O)CO3)c(C)c1
7.7	CCc1ccccc1C1C(=O)c2ccccc2C1=O
-4.4	O=C(Nc1ccc(NC(=O)c2ccccc2I)cc1)c1ccco1
-0.2	CCOC(=O)c1cnn(Cc2ccc(Cl)cc2)c1C
8.8	CCCCN(CC)Cc1ccc(CNS(=O)(=O)c2cc3c(cc2Cl)NC(=O)CO3)o1
6.0	COc1ccc(S(=O)(=O)Nc2cccnc2)cc1C(=O)NC1CCCCC1
8.8	Cc1cc(NC(=O)c2sc3ccccc3c2O)no1
-11.7	O=[N+]([O-])c1ccc(N2CCN(S(=O)(=O)c3ccc4ccccc4c3)CC2)c2ncccc12
-8.1	Cn1c(=O)c2c3c(sc2n2c(=S)[nH]nc12)CCC3
1.3	COc1ccc(Cc2nc3ccccc3[nH]c2=O)cc1
-12.8	S=c1sc2c(s1)SC1CCCCCCCCCCC1S2 (stereo unspecified)
3.1	N#Cc1sc2nc(-c3cccs3)cc(-c3ccc(Cl)cc3)c2c1N
-0.8	Nc1nc(Nc2ccc(F)cc2)sc1C(=O)c1ccc(Cl)cc1
1.7	COC(=O)C1CCN(S(=O)(=O)Cc2ccccc2)CC1
-5.3	Cc1ccc(CN2CCC(CNC(=O)c3cc4ccc5cccnc5c4[nH]3)CC2)cc1
10.0	CN(CCc1ccccn1)C(=O)c1cc(COc2ccc(F)cc2F)on1
4.9	CCCCCCC(Cl)(Cn1ccnc1)c1ccccc1 (stereo unspecified)
-0.7	Cc1c(NS(C)(=O)=O)cccc1C(=O)NC(C(C)C)C(C)C
1.3	COc1ccccc1CCN1CCC(CN(C)C(=O)Cc2nonc2C)CC1
10.0	Nn1c(C2COc3ccccc3O2)n[nH]c1=S (stereo unspecified)

Given in markdown: part of the list above
| compound | ROC1-CUL1 inh |
| --- | --- |
| O=[N+]([O-])c1ccc(N2CCN(S(=O)(=O)c3ccc4ccccc4c3)CC2)c2ncccc12 | -11.7 |
| CCc1ccccc1C1C(=O)c2ccccc2C1=O | 7.7 |
| N#Cc1sc2nc(-c3cccs3)cc(-c3ccc(Cl)cc3)c2c1N | 3.1 |
| CCOC(=O)c1cnn(Cc2ccc(Cl)cc2)c1C | -0.2 |
| S=c1sc2c(s1)SC1CCCCCCCCCCC1S2 (stereo unspecified) | -12.8 |

Next part
ROC1-CUL1 inh	Structure
8.8	O=C1NC(=S)S/C1=C/c1ccc(OCCOc2ccccc2)cc1
-9.2	COc1ccc(-n2c(SCC(=O)Nc3ccc4c(c3)OCO4)nc3c([nH]c4ccccc43)c2=O)cc1
-5.6	COc1cc(OC)c(C(=O)Nc2ccc(F)cc2)cc1OC
-3.1	NC(=O)Nc1cccc2ccccc12
-6.8	CC(=O)N1CCc2c([nH]c3ccccc23)C1c1cccc(C(F)(F)F)c1 (stereo unspecified)
-1.0	C=CCOc1ccccc1/C=C(\C#N)C(=O)O
-1.5	O=C(O)c1cc(=O)c2ccc(Cl)cc2o1
-1.8	CC(C)(CN1C(=O)c2ccccc2C1=O)C(OC(=O)c1ccccc1)C(=O)NC1CCCCC1 (stereo unspecified)
2.8	Cc1ccc(C)c(OC(=O)C(C)C)c1
1.2	CC(C(=O)N1CCC(n2nccc2NC(=O)CCc2ccccc2)CC1)N1CCCC1=O (stereo unspecified)
4.8	CCOc1cc(CNCCN(C)C)c(Cl)cc1OCC(=O)NCCc1ccccc1
-10.1	CCCOc1ccc(-c2csc3ncn(CC(=O)OC4CCCCC4)c(=O)c23)cc1
2.3	Cc1ccc(-c2onc(C)c2C)cc1S(=O)(=O)NC1CCCCC1
1.7	Cc1cc2c(cc1NC(=O)c1ccccc1Cl)n(C)c(=O)c(=O)n2C
1.2	C=CCN1C(=O)c2cccc3cccc(c23)C1=O
2.5	CCN1CCN(C(=O)c2ccc(N3CCC(NCC(O)COc4cccc(OC)c4)CC3)cc2)CC1 (stereo unspecified)
5.0	CCOC(=O)N1CCN(Cc2ccc3c(c2)CN(C(=O)Cc2ccc4c(c2)OCO4)CCO3)CC1
-1.3	Cc1ccc2nc(/C(C#N)=C/c3ccccc3Cl)[nH]c2c1
3.3	Cc1ccccc1C(=O)NCC(c1cccnc1)N1CCc2ccccc21 (stereo unspecified)
-5.8	Cc1ccc(P(=Nc2ccccc2)(N2CCOCC2)N2CCOCC2)o1
3.3	COc1ccccc1-c1n[nH]c2c1CN(C(=O)Cc1sc(C)nc1C)CC2
0.2	CCN1CCN(c2ccc(NC(=O)Cc3ccc(Cl)cc3)cc2)CC1
-0.2	CSc1ccc(CNC(=O)c2ccccc2NC(=O)c2nsc3ccccc23)cc1
1.7	CCc1ccc(NC(=O)Cn2c(=O)n(-c3cc(OC)c(OC)c(OC)c3)c(=O)c3ccccc32)cc1
0.7	Cc1cc(-c2ccc(Cl)cc2)o[n+]1C
-5.3	CC(C)N1C(=O)/C(=C\c2ccc(N(C)C)cc2)C(=O)N(CCc2ccccc2)C1=O
-0.5	Cc1ccc(N=C(Nc2cccc3ccccc23)C(=Nc2ccc(C)cc2)Nc2cccc3ccccc23)cc1

The list is partial; count on the stated rates, not on these rows.
